CBFb-RUNX1 inh: blocks binding between human CBF-beta and RUNX1. Potency, µM (series often up to 59.8 µM), for the others: at the highest dose activity, negative = inhibition, actives largely listed as inhibitors. 230,000 tested, under 10 active. Q01196+Q13951. AlphaScreen CBFb-His/RUNX1-biotin binding, biochemical. AID 1477; also: % of control where 0% means no effect
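CBFb-His/RUNX1-biotin, 30 nM each, preincubated 20 min RT; compound 15 min RT; Ni + streptavidin beads 50 ng each, 90 min RT; AlphaScreen read.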
Tau fluor cs: counter-screen for tau fibril formation inhibitors. tau K18 P301L (four-repeat tau fragment) Alexa594 fluorescence, heparin fibrillization. 280,000 tested, 0.93% active. Potency, µM (top dose mostly 57.7 µM), for inactives: at the top dose activity change, negative = decrease; also: potency is read from the fitted curve at half-maximal effect; % is scaled to controls: 0 for no effect and ±100 for the full control effect; nearly all actives have a fitted effect of over 55% in size
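Human K18 P301L tau (15 uM unlabeled plus 0.24 uM Alexa 594-labeled, final) in 100 mM sodium acetate pH 7 was mixed with compound and 20 uM heparin and incubated 6 hr at 37 C.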
Tau FP inhib: inhibitors of human tau fibril formation | 280,000 tested, 0.39% active | AID 1468 | P10636 | K18 P301L tau heparin fibrillization, Alexa594 FP, 6 h | Potency, µM (highest dose often 57.7 µM), inactives show at the highest dose activity, negative = inhibition, most hits filed as inhibitors; also: potency is read from the fitted curve at half-maximal effect; % is scaled to controls: 0 for no effect and ±100 for the full control effect; nearly all actives have a fitted effect of over 55% in size
Target sequence (P10636 561-689 P618L limits assumed): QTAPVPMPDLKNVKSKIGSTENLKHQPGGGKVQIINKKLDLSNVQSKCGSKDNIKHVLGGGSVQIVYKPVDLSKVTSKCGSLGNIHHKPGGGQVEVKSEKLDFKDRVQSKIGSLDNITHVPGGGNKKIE
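Human K18 P301L fragment (15 uM unlabeled plus 0.24 uM Alexa 594-labeled) in 100 mM sodium acetate pH 7 with compound, aggregation induced by 20 uM heparin for 6 hr at 37 C. ThT (30 uM) added for 1 hr, then Alexa 594 FP read.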
NPSR antag: neuropeptide S receptor (human) antagonism, cAMP; CHO-NPSR cells, cAMP TR-FRET, antagonist mode; AID 1461; Potency, µM (doses to about 38.3 µM), inactives show at the top dose activity change, negative = inhibition, usual class: inhibitors; 220,000 tested, 1% active; also: potency is read from the fitted curve at half-maximal effect; % is scaled to controls: 0 for no effect and ±100 for the full control effect; nearly all actives have a fitted effect of over 50% in size; many of its hits are not listed in these tables
Target sequence (Q6W5P4 whole entry, looked up): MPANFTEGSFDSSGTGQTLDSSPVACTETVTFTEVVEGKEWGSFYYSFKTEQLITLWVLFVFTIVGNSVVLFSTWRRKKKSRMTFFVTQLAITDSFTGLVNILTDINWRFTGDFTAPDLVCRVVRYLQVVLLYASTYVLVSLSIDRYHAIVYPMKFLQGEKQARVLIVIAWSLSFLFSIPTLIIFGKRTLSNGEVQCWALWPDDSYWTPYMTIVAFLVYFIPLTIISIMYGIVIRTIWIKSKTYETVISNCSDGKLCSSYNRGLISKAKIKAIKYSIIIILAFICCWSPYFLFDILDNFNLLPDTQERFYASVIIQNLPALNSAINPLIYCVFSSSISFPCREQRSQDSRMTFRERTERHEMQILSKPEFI
TexasRed fluor: alters Texas Red total fluorescence, flagging assay interference. TRb/SRC2 Texas Red total fluorescence interference. 280,000 tested, 0.29% active. Potency, µM (doses to about 106 µM), inactives show at the top dose fluorescence change, negative = quenching; active = well fitted curve in either direction with a large enough effect; inconclusive = small, poorly fitted or top-dose-only effect; also: potency is read from the fitted curve at half-maximal effect; % is scaled to controls: 0 for no effect and ±100 for the full control effect
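Human TRb ligand-binding domain at 0.6 uM with 20 nM Texas Red SRC2 peptide in Tris buffer containing 1 uM T3 and 5% DMSO, incubated with compound 5 h at ambient temperature. Total fluorescence (555/632 nm) calculated as parallel + 2 × perpendicular.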
TRb-SRC2 inh: disrupts binding of human TR beta to SRC2 | P10828 | TRbeta-SRC2 peptide binding, fluorescence polarization; receptor liganded with 1 µM T3 | Potency, µM (titrated, usually from 106 µM), for the others: at the highest dose activity change, negative = inhibition, usual class: inhibitors | 280,000 tested, 0.065% active;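 also: potency is read from the fitted curve at half-maximal effect; plate controls were bound peptide for no effect and peptide without receptor for full effect; nearly all actives have a fitted effect of over 50% in size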
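Assay buffer: 20 mM Tris-HCl, 100 mM NaCl, 10% glycerol, 1 mM EDTA, 0.01% NP-40, 1 mM DTT, 1 uM T3, 5% DMSO; TRb LBD 0.6 uM, Texas Red SRC2 20 nM; FP after 5 hr.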
GLA spleen mod: inhibits or activates alpha-galactosidase in human spleen homogenate. P06280. human spleen homogenate, 4MU-alpha-Gal fluorescence, 40 min. Potency, µM (doses to about 80 µM), without a hit: top-dose activity change, negative = inhibition, most hits filed as inhibitors. 240,000 tested, 0.008% active. AID 2107;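 also: potency is read from the fitted curve at half-maximal effect; 0% = enzyme with vehicle and -100% = no enzyme basal signal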
Target sequence (P06280 32-429 limits assumed): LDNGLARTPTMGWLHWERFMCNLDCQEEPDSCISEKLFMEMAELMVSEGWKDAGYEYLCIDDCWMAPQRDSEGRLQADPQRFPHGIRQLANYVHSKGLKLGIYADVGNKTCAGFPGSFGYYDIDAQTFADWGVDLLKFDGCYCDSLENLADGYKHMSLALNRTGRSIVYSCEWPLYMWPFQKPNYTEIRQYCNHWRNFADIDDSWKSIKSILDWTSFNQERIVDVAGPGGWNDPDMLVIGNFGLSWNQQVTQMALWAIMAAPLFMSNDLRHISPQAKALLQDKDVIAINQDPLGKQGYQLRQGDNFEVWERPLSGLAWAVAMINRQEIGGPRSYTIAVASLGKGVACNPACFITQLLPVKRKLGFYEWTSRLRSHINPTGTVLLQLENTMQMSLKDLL
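Spleen homogenate 1 ug + cpd (titration) + 4-MU-alpha-D-galactopyranoside 1 mM; 37C 40 min; 50 mM citrate/phosphate pH 5.0, 0.01% Tween-20; stop pH 10; fluorescence 365/440; AC50 via Hill.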
Epigenetic derep: regulators of epigenetic silencing causing reporter derepression in mouse cells; murine LDR cells, GFP reporter derepression, 30 h; Potency, µM (titrated, usually from 53.9 µM), inactives show top-dose GFP activation, most hits filed as activators; 280,000 tested, 0.2% active; AID 1865; also: potency is read from the fitted curve at half-maximal effect; % of control where 0% means no effect; nearly all actives have a fitted effect of over 60% in size
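Readout is the number of GFP-expressing murine LDR cells, counted by cytometry following washing. Cells were treated with compound for 30 h at 37 C; the stably integrated CMV-GFP locus is normally silent.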
* hit, by the source's call; ? = inconclusive; · = no result given; & = joins results of further samples; [ ] = remark or other dose. Unless noted, calls follow the shape of the dose curve; as a rule, active = well fitted curve in the direction sought with a large enough effect; inconclusive = small, poorly fitted or top-dose-only effect, or another doubt; inactive = no such curve, though single readings can be large; an effect the other way counts as inactive or inconclusive. A portion of the library, so the mix of outcomes need not match the whole.

SMILES	CBFb-RUNX1 inh	Tau fluor cs	Tau FP inhib	NPSR antag	TexasRed fluor	TRb-SRC2 inh	GLA spleen mod	Epigenetic derep
Cc1ccc(S(=O)(=O)N/N=C\c2cc3c(cc2[N+](=O)[O-])OCO3)cc1	-2%	-20%	?	-11%[46.1 µM]	-4%	0%	-10%	-2.2%
CCN1CCN(c2ncnc3c2cnn3-c2ccc(C)cc2)CC1	·	-5%	-2%	·	0%	0%	·	2.5%
CCCNc1nc(=S)n(-c2ccccc2)c(C)c1C(C)=O	4%	2%	8%	13%	-1%	-4%	1%	-0.6%
CC(Sc1nc(NCc2ccccc2)nc(N(C)C)n1)C(=O)Nc1ccccc1 (stereo not given)	8%	-24%	-10%	?	4%	13%	-5%	-2.0%
C=CCSc1nc(C)c(CCCC)c(=O)[nH]1	0%	0%	-1%	-4%	1%[53 µM]	-1%[53 µM]	4%	1.9%
CCCCCCCn1c2c(c(=N)c3ccccc31)CCC2	4%	-2%	13%	?	-8%	5%	-1%	0.0%
Cc1ccc2c(=O)c(C(=O)c3ccc(F)cc3)cn(CC(=O)NCCc3ccccc3)c2n1	·	-18%	-11%	·	3%	4%	·	10%
COc1ccc(S(=O)(=O)N2CCOC2CNC(=O)C(=O)NCc2ccco2)cc1 (stereo not given)	-1%	-14%	-2%	2%	-1%	8%	0%	1.6%
Cc1ccc(C)c(N2CCN(C(=O)C3CCN(S(=O)(=O)c4cn(C)cn4)CC3)CC2)c1	·	6%	14%	·	-5%	-7%	·	-4.5%
NS(=O)(=O)c1ccc(O)c(NC(=O)c2ccc([N+](=O)[O-])o2)c1	-2%	-18%	18µM*	12%	0%	-8%	4%	-0.3%
CC(/C=C/c1ccc2c(c1)OCO2)=N/NC(=O)c1ccncc1	3%	1%	6%	-30%	1%	-1%	2%	0.0%
CCc1ccccc1NC(=O)C1(C)Cc2ccccc2C(=O)O1 (stereo not given)	·	-3%	-2%	·	-3%	9%	·	-0.4%
CCOc1ccccc1CN1CCN(Cc2[nH]c3ccccc3c2C)CC1CCO (stereo not given)	-1%	-2%	-2%	-34%	1%	8%	-1%	-6.4%
Cc1nn(Cc2ccc(Cl)cc2)c(C)c1NC(=O)CSc1nc2c(c(C(F)(F)F)n1)CCc1ccccc1-2	1%	-1%	7%	13%[46.1 µM]	1%	-3%	6%	-0.9%
Cc1nc(COC(=O)c2ccc(CO)cc2)cs1	1%	2%	-4%	13%[46.1 µM]	-1%	-6%	5%	-1.5%
COc1cc(OC)cc(C(=O)N2CCN(S(C)(=O)=O)CC2)c1	14%	-1%	4%	6%[46.1 µM]	-3%	2%	-3%	3.8%
CCCCP(=O)(CCCC)Cc1ccccc1	6%	0%	3%	-7%[46.1 µM]	-3%	-4%	6%	0.7%
Cn1c(=O)cc(SCC(=O)N2CCN(Cc3ccc4c(c3)OCO4)CC2)c2ccccc21	2%	?	?	?	-3%	6%	-6%	1.8%
COc1ccccc1C(=O)n1nc(-c2cccnc2)nc1NCc1ccccc1	11%	-16%&-15%	?	-47%	-2%&1%	6%&3%	-4%	-0.3%&0.0%
COc1ccc(/C(O)=C2\C(=O)C(=O)N(CCN(C)C)C2c2cccc(OC)c2OC)cc1 (stereo not given)	1%	0%	5%	2%	-1%	-5%	-7%	-3.2%
CCc1ccc(NC(=O)CCCn2nc(C)c3c(C)n(-c4ccccc4)nc3c2=O)cc1	·	-11%	-13%	·	-1%	0%	·	-1.6%
CCC(C)(C)NC(=O)CN(Cc1cccs1)C(=O)CNS(=O)(=O)c1ccc(C)cc1	-5%	-3%	-1%	1%[46.1 µM]	-3%	-2%	4%	0.9%
CCOc1ccc(NC(=O)CSc2nc3ccccc3c(=O)n2CCCC(=O)NCCCN2CCCC2=O)cc1	-3%	-11%	-3%	-23%	-1%	-6%	-8%	-0.9%
COc1ccc(CCNC(=O)c2ccc3c(c2)nc(C)n3-c2ccc(Br)cc2)cc1OC	·	-5%	0%	·	-4%	-2%	·	0.0%

Whole records from above. Values in the order: CBFb-RUNX1 inh | Tau fluor cs | Tau FP inhib | NPSR antag | TexasRed fluor | TRb-SRC2 inh | GLA spleen mod | Epigenetic derep
Results for `C=CCSc1nc(C)c(CCCC)c(=O)[nH]1` = 0% | 0% | -1% | -4% | 1%[53 µM] | -1%[53 µM] | 4% | 1.9%
Results for `CCCCP(=O)(CCCC)Cc1ccccc1` = 6% | 0% | 3% | -7%[46.1 µM] | -3% | -4% | 6% | 0.7%

Continuation:
SMILES	CBFb-RUNX1 inh	Tau fluor cs	Tau FP inhib	NPSR antag	TexasRed fluor	TRb-SRC2 inh	GLA spleen mod	Epigenetic derep
CN(C)S(=O)(=O)Nc1cc(F)cc(F)c1	-1%	1%	1%	12%	-6%	-3%	0%	1.1%
O=C(Cc1cccc2ccccc12)Nc1nc(-c2cccc([N+](=O)[O-])c2)cs1	-3%	?	-6%	-22%	-3%	0%	-1%	-1.0%
CCn1cc(C(=O)O)c(=O)c2cc(F)c(N3CCN(S(=O)(=O)c4ccc(NC(=O)OC)cc4)CC3)cc21	-1%	-18%	?	-2%	0%	0%	-3%	-1.0%
O=C(NCCCN1CCOCC1)c1ccc(S(=O)(=O)N2CCOCC2)cc1	4%	-2%	-1%	2%[46.1 µM]	2%	-5%	-1%	1.5%
O=C1CC(/C=C/c2ccc(Cl)cc2)=Nc2ccccc2N1	-6%	-12%	-3%	1%	0%	1%	3%	-2.1%
O=C(NC1CCCC1)C(c1ccc(F)cc1)N(Cc1ccc(F)cc1)C(=O)c1ccn[nH]1 (stereo not given)	-1%	-3%	7%	-19%[46.1 µM]	-1%	-14%	-4%	0.0%
O=C(N/N=C1\C2CN3CCN(C2)CC1(c1ccccc1)C3)Nc1ccccc1	4%	2%	-4%	-9%	0%	3%	4%	3.2%
CCC1=NC(c2ccccc2Cl)N(O)C1(C)C (stereo not given)	1%	5%	-1%	-4%[46.1 µM]	-1%	5%	-10%	-2.7%
O=C(COC(=O)Cc1n[nH]c(=O)c2ccccc12)Nc1ccc(Cl)cc1F	2%	-5%	-9%	11%	-4%	6%	-3%	-0.3%
CC(C)C(=O)Nc1cccc(C(=O)NCCc2ccc(S(N)(=O)=O)cc2)c1	6%	-4%	-2%	-7%[46.1 µM]	-3%	-3%	-2%	-1.1%
CC(O)CCCCCCC/C=C/C=C/C(N)=O (stereo not given)	-1%[13.1 µM]	-20%[11.6 µM]	4%[11.6 µM]	·	-3%[11.2 µM]	5%[11.2 µM]	2%[17.5 µM]	0.8%[10.1 µM]
CC1CCN(S(=O)(=O)c2cc(C(=O)NCc3ccc(F)cc3)n(C)c2)CC1	·	-14%	1%	·	-3%	-2%	·	-1.7%
Cc1ccc(N(C(C)C(=O)Nc2cc(Cl)ccc2Oc2ccccc2)S(C)(=O)=O)cc1 (stereo not given)	5%	-25%	-4%	?	-3%	1%	-16%	-0.3%
O=C(N/N=C/c1cc2ccccc2[nH]1)c1ccccc1Cl	6%	-24%	7%	4%	0%	4%	-2%	-1.1%
O=C(O)c1ccc(F)c(S(=O)(=O)Nc2ccccc2Cl)c1	6%	0%	-1%	-10%[46.1 µM]	-2%	-8%	0%	0.0%
O=C(NCCCN1CCOCC1)c1cc(-c2ccc(Cl)cc2)on1	-1%	0%	5%	6%[46.1 µM]	-1%	-19%	7%	0.0%
CCCCOn1c(C)c(C(C)=O)c2c3no[n+]([O-])c3ccc21	-2%	-8%	4%	-40%	-2%	6%	11%	-2.9%
CC(=O)Nc1cc(S(=O)(=O)Nc2ccccc2)c(C)cc1C	-7%	0%	-7%	-6%[46.1 µM]	-2%	-4%	7%	0.0%
COc1cccc(CCNc2ccc(N3C(=O)CC(C)C3=O)cc2[N+](=O)[O-])c1 (stereo not given)	?	?	7%	-25%	-1%	0%	-9%	-6.4%
COc1ccc(NC(C)=O)cc1NC(C)C(=O)Nc1ccc(F)cc1 (stereo not given)	0%	-7%	3%	-4%[46.1 µM]	-6%	3%	4%	0.8%
COc1cc2ccc(=O)oc2cc1O	9%[21.7 µM]	-5%&-8%	1%&-1%	·	-4%	-10%	?	3.2%
CCOC(=O)CC1ON(C)C(=O)N1c1ccc(Cl)cc1Cl (stereo not given)	10%	-5%	-1%	-19%[46.1 µM]	0%	4%	3%	-1.7%
COc1ccccc1CNC(=O)Cn1ncc2c3ccccc3n(Cc3ccccc3C)c2c1=O	·	-6%	-9%	·	-1%	6%	·	0.4%
COCCn1c(SCC#N)nnc1-c1ccc([N+](=O)[O-])cc1	5%	-4%	4%	14%	5%	-4%	-3%	0.0%
C/C(O)=C/c1nc2ccccc2[nH]c1=O	5%	-14%	6%	-24%	-3%	-2%	4%	-1.6%
CC(=O)Nc1cc(NC(C)=O)cc(-c2nc3ccccc3[nH]2)c1	1%	-16%&0%	-5%&-2%	-7%	-1%&4%	-6%&-8%	2%	0.0%&0.0%
Cc1ccc(-c2nnc(-c3ccc(Br)cc3)o2)o1	14%	-3%	-11%	-15%[46.1 µM]	-5%	-14%	2%	-6.3%
Cc1ccc(C(=O)Nc2cccc(C(=O)N3CCOCC3)c2)cc1	1%	-13%	-1%	-15%[46.1 µM]	1%	2%	-3%	0.1%
Cc1nc(-c2cccc(S(=O)(=O)N3CCOCC3)c2)cs1	-15%	-18%	-20%	-2%[46.1 µM]	-3%	-20%	1%	0.0%
CCCCOC(=O)C1=C(C)NC(=O)NC1c1ccc([N+](=O)[O-])s1 (stereo not given)	-4%	-14%	2%	4%	1%	-5%	2%	-3.0%
COc1ccc2c(c1)CC(C(=O)N1CCC(C(N)=O)CC1)CO2 (stereo not given)	·	8%	7%	·	3%	4%	·	1.1%
CC(C)CNC(=O)CSc1nnc(-c2ccccn2)n1Cc1ccccc1	7%	0%	-2%	-18%[46.1 µM]	3%	2%	-2%	8.1%
Cc1csc2nc(CNC(=O)c3cccc(C(F)(F)F)c3)cn12	-1%	-9%	3%	-11%[46.1 µM]	1%	-6%	-3%	-0.9%

Screening results deposited in PubChem BioAssay by National Center for Advancing Translational Sciences (NCATS).
